From PubChem BioAssay
TDP2 inh: human TDP2 enzyme inhibitors, primary screen, biochemical, epi absorbance, recombinant enzyme; T5PNP hydrolysis, p-nitrophenol absorbance 415 nm; inhibition, % at 12.8 µM; 370,000 compounds, 0.34% hits; AID 720702, 2013; Tyrosyl-DNA phosphodiesterase 2 (Homo sapiens), O95551;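 active means inhibition above the mean of all tested compounds plus 3 SD, set per campaign, cut at about 25% in these data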;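 further: 0% = DMSO with enzyme and 100% = buffer with substrate but no TDP2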
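System – recombinant human TDP2 · Amount – 120 nM TDP2 per well · Buffer or medium – Mg2+-containing Tris-HCl buffer, pH 7.5 · Reagent – T5PNP substrate, 5 mM · Dosing – 12.8 µM single point, 1% DMSO · Incubation – 2 h at 37 °C · Measured by – epi absorbance · Read-out basis – percent inhibition · Benchmarks – high control without enzyme, low control DMSO plus TDP2 · Repeats – singlicate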
TCR-CD3 inh: inhibitors of human TCR-CD3 interaction, primary screen, biochemical, fluorescence, TAMRA-labeled TCR probe; T-cell receptor (TCR); inhibition, % at 9.4 µM; 360,000 compounds, 0.37% hits; AID 651800, 2012; in the data active means inhibition above about 19%;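 further: recombinant mutant TCR 2C K166C tagged with TAMRA read by polarization; 0% = receptor in buffer alone and 100% = receptor with positive control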
HTRA1 inh: HTRA1 serine protease inhibitors, primary screen, biochemical, fluorescence polarization, HTS. 340,000 compounds, 0.5% hits. Q92743. recombinant HTRA1, FP-rhodamine activity-based probe. inhibition, % at 5.96 µM; in the data active means inhibition above about 36%;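 further: 0% = enzyme with DMSO and 100% = wells lacking enzyme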
Target sequence (Q92743 whole entry, looked up): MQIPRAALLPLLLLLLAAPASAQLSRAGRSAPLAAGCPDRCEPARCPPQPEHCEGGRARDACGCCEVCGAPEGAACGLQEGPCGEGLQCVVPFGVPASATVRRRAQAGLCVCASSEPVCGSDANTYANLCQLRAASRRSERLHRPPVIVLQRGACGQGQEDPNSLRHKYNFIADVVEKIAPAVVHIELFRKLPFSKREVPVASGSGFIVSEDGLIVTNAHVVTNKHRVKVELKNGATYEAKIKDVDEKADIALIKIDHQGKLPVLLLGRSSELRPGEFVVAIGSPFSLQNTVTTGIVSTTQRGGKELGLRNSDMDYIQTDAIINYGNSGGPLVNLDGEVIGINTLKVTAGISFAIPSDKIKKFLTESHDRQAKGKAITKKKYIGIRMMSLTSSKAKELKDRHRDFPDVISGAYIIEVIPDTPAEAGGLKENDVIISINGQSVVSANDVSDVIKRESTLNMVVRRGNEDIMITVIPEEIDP
PG9 binder: binders of HIV-1 gp120 antibody PG9, primary screen, biochemical, TR-FRET | 360,000 compounds, 0.43% hits | inhibition, % at 6.7 µM | HIV-1 gp120 / PG9 antibody interaction | TR-FRET gp120-PG9 antibody binding; in the data active means inhibition above about 8.5%
NR1D1 modulator: modulators of Rev-erb alpha DNA binding, primary screen, biochemical, FITC-DNA, fluorescence polarization, uHTS. Rev-erbα–FITC-DNA binding, 90 min. activity, % at 10 µM. 370,000 compounds, 0.79% hits. AID 1259318, 2017;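 active means activity above about 14%, limit read from the data; passing the limit was not always enough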;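 further: 0% = DMSO wells with 35 nM protein and 100% = DMSO wells with 750 nM protein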
LEDGF integ inh: blockers of LEDGF/p75-dependent integrase strand transfer – biochemical, TR-FRET, high throughput, primary screen; TR-FRET IN-LEDGF/p75 DNA integration, Eu/Cy5; HIV-1 integrase (with human LEDGF/p75); inhibition, % at 3.7 µM; 370,000 compounds, 0.64% hits; AID 743269, 2014;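 active means inhibition above the screen-wide mean plus 3 SD, cut at about 13% in these data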;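 further: signal is the Cy5 over europium emission ratio at 671 and 618 nm; 0% = plate median of compound wells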
rCAG binder: binders of r(CAG) RNA repeats, primary screen, biochemical, fluorescence; inhibition, % at 3 µM; r(CAG) RNA repeat, TO-PRO-1 dye displacement fluorescence; 370,000 compounds, 1.3% hits;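 active means inhibition above the plate cutoff, the mean of all test compounds on that plate plus 3 SD, cut at about 35% in these data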;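 further: 0% = DMSO alone and 100% = 100 µM mitoxantrone as full dye displacement; higher means more dye released from RNA so lower well fluorescence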
ABHD4 inh: ABHD4 inhibitors, primary screen, biochemical, fluorescence polarization, mouse | purified mABHD4, FP-Rh probe fluorescence polarization | inhibition, % at 8.92 µM | (Lyso)-N-acylphosphatidylethanolamine lipase (Mus musculus), Q8VD66 | 370,000 compounds, 0.54% hits;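 active means inhibition exceeding the mean over every tested compound plus 3 SD, cut at about 30% in these data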;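 further: 0% = plate median of compound wells and 100% = S159A mutant with DMSO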
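Assay system: mABHD4 protein; medium: HEPES pH 7.0, NaCl, Pluronic buffer; dosing: 8.92 µM, single dose; schedule: 45 min + 60 min at 25 °C; signal: FP readout, ex 525 nm / em 598 nm; read-out: normalized percent inhibition of probe labeling; repeats: single replicate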
SIAE primary: human SIAE inhibitors, primary screen, biochemical, fluorescence polarization, FP-Rh probe, 1536-well HTS; Sialate O-acetylesterase (Homo sapiens), Q9HAT2; SIAE FP-Rh probe binding; inhibition, % at 9.66 µM; 370,000 compounds, 0.69% hits;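 active means inhibition above a cutoff: mean of compounds within the control limits plus 3 SD of those, cut at about 17% in these data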;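 further: 0% = plate median of compound wells and 100% = probe without SIAE protein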
PRMT1 FP inh: PRMT1 methyltransferase inhibitors, primary screen, biochemical, fluorescence polarization | Protein arginine N-methyltransferase 1 (Homo sapiens), Q99873 | recombinant PRMT1, activity-based probe fluorescence polarization | inhibition, % at 2.79 µM | 370,000 compounds, 1.3% hits;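 active means inhibition above about 21% made by adding two undisclosed values, limit read from the data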
Target sequence (Q99873 whole entry, looked up): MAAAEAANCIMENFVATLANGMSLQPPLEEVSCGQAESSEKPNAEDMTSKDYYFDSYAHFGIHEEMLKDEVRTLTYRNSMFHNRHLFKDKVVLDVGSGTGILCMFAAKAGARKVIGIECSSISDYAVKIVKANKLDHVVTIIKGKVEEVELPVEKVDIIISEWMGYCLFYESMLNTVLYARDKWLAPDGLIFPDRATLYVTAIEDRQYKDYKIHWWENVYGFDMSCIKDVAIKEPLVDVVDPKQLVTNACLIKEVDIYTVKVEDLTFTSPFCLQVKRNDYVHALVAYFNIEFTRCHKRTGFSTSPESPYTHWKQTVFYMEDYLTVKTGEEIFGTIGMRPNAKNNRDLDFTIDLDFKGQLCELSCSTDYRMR
Active calls of the source: *; / = not tested or not shown; & = joins results of further samples. A portion of the library; rates above refer to the full screens.

smiles	TDP2 inh	TCR-CD3 inh	HTRA1 inh	PG9 binder	NR1D1 modulator	LEDGF integ inh	rCAG binder	ABHD4 inh	SIAE primary	PRMT1 FP inh
N#CCc1ccc(NC(=O)Cn2c(=O)oc3ccccc32)cc1	-7	-5	2	0.8	-2	-2	-1	-7	-4	4
COC(=O)c1ccccc1NC(=O)Cn1c(CCC(=O)O)ccc1-c1cccs1	10	2	3	-0.7	1	-2	18	3	5	3
O=C(OC1CCOC1=O)c1cc(S(=O)(=O)N2CCOCC2)c(Cl)cc1Cl (configuration not stated)	9	3	2	1.5	0	2	3	1	4	-4
O=C(NCC1CCN(Cc2ccccc2)CC1)[C@H]1O[C@@H](n2ccc(=O)[nH]c2=O)[C@H](O)[C@@H]1O	1	-10	/	-0.7	-7	0	3	2	-7	0
O=C(Cc1cccs1)NCc1ccccc1F	-4	-6	-1	0.3	3	-3	-4	2	4	2
Cc1cc(C(=O)CSc2nnc(Cc3ccccc3)o2)c(C)n1Cc1ccc2c(c1)OCO2	-7	9	-28	-1.3	-8	-2	0	-10	-6	2
Cc1ccc(S(=O)(=O)NCc2ccccc2)cc1C(=O)NCC(=O)Nc1c(C)cccc1C	2	-5	-3	2.3	7	-1	3	-3	4	4
O=C(Cn1cnc([N+](=O)[O-])c1)NCc1ccc(F)cc1	-2	10	1	-0.2	1	3	2	-5	-1	-2
O=C(NCc1ccccc1CN1CCCC1)c1cc2ccccc2o1	4	-3	-5	1.0	-4	-1	0	-4	4	-3
O=C(NCc1cccs1)c1cc(S(=O)(=O)N2CCCCC2)ccc1Cl	-9	9	-7	-0.5	1	-5	-7	-7	2	-4
COC(=O)[C@@]1(Cc2ccc(F)cc2)[C@H]2c3cc(C(=O)N4CCCC4)n(Cc4ccc(C)c(F)c4F)c3C[C@H]2CN1C(=O)c1ccccc1	-8	7	/	-2.3	-7	-1	11	-8	-5	-5
COc1cccc(-n2nnc3c(=O)n(Cc4cccc(F)c4)cnc32)c1	-3	-2	0	0.5	1	-2	2	-5	-3	0
COc1cc(NC(=O)CN2C(=O)NC(C)(c3ccc4ccccc4c3)C2=O)c(C)cc1[N+](=O)[O-] (configuration not stated)	0	-6	-17	-0.7	8	-1	15	-15	-18	3
FC(F)(F)c1ccccc1Cc1c(-c2ccccc2)nc2ccc(Br)cn12	-2	0	/	1.4	19	3	29	2	-16	1
CCOc1ccc(CNC(=O)C2CCN(C(=O)N3CC(C)Oc4ccccc43)CC2)cc1 (configuration not stated)	-2	-1	2	-2.3	-4	-3	1	1	-4	0
Cc1cc(OCC(=O)OCC(=O)NC2CCCCCC2)ccc1Cl	6	-5	-3	0.2	3	1	-1	0	11	-1
CCCCOc1ccc(/C=N/NC(=O)c2nnn(-c3nonc3N)c2C)cc1	4	1	10	-0.6	-7	1	1	1	0	-2
CC1(C)CC[C@]2(CO)CC[C@]3(C)C(=CCC4[C@@]5(C)CC[C@H](O)[C@@](C)(CO)C5CC[C@]43C)[C@@H]2C1 (some centres not stated)	-9	-4	-9	1.1	1	0	4	0	-2	-1
NC(=O)[C@H]1CC2(CC(c3cccc(NC(=O)COc4ccc(Cl)cc4)c3)=NO2)CN1C(=O)c1ccc(Cl)cc1 (some centres not stated)	-27	14	-54	0.5	6	0	14	-69	-43	1
CCC1(c2ccccc2)C(=O)NCNC1=O	3	3	-6	-1.6	2&-1	1	2	2	-3	0
CS(=O)(=O)c1ccc(NC(=O)c2ccccc2-n2cnnn2)cc1	1	-5	6	-0.2	-10	-5	1	2	-3	1
O=C(COC(=O)CN1C(=O)c2ccccc2C1=O)Nc1ccccc1[N+](=O)[O-]	6	-12	1	0.3	0	1	0	-6	7	2
Cc1ccccc1OCC(=O)N/N=C/c1sc(=O)n(Cc2cccc(C(=O)O)c2)c1Cl	1	3	-1	-0.2	-1	0	46*	-2	-5	5
CCCCn1c(=O)[nH]c2nc3cc(N)ccc3nc2c1=O	-10	21*	42*	-11	14	17*	-258	68*	31*	149*
O=C(Nc1c2c(nn1-c1ccc(F)cc1)CS(=O)(=O)C2)c1ccc2c(c1)OCO2	-7	7	7	-0.8	-8	0	0	9	-1	-1
COc1cccc(CNC(=O)c2cc(S(=O)(=O)N3CCOCC3)cn2C)c1	0	8	-3	0.0	0	0	-1	-3	5	-1
COC(=O)C1=C(O)C2(C(=O)O)CC(C(=O)OC)=C(O)C(C(=O)O)(C1)C2	11	13	6	-1.2	3	4	3	2	3	0
O=C1[C@@H]2[C@H]3CC[C@H](C3)[C@@H]2C(=O)N1O	18	6	2	-1.0	1	-3	-2	1	1	1
C/C(=C\C(=O)N1CCc2ccccc21)C(=O)O	2	7	21	-1.8	1	-2	1	14	8	3
COC(=O)CCc1sc(Nc2ccccc2)nc1-c1ccc(OC)cc1	-1	1	-38	-0.1	-2	-2	1	0	7	2
CCOC(=O)/C(C#N)=C/C=C1/C=CC=CN1C	3	5	3	-17	6	-1	-5	-3	6	1
C=CCN1C(=O)c2ccc(C(=O)N(C)CC(=O)Nc3ccc(OCC)c(OCC)c3)cc2C1=O	-4	-4	0	1.2	-4	1	-4	3	6	1
OCCOCCn1c2ccccc2c2ccccc21	-9	-7	4	-1.3	7	2	0	-7	-1	-4
NC(=O)CN1C(=O)C(=O)N(Cc2cccc(C(F)(F)F)c2)C1=O	10	-4	0	-1.6	-5	-5	3	5	-2	4
CC1CN(S(=O)(=O)c2ccc(C(=O)N(C)C3CCCCC3)cc2)CC(C)O1 (configuration not stated)	4	-10	3	-2.2	4	0	-2	14	10	6
Cn1c(CCCOc2ccc(Cl)cc2Cl)nnc1SCC(=O)Nc1nccs1	-1	3	4	-1.4	6	-3	4	1	0	0
COCC(=O)Nc1ccc(-c2cn3cccnc3n2)cc1	14	2	-1	0.4	-4	0	4	5	-2	-3
Cc1ccc(C(=O)OCC(=O)NC2CCS(=O)(=O)C2)c(C)c1 (configuration not stated)	-2	-1	9	-0.3	4	1	-1	3	6	-1
Cc1ccc(C)c(N2CCN(C(=O)CCc3nc(-c4cccc(C(F)(F)F)c4)no3)CC2)c1	1	-2	-15	-2.0	4	-2	-1	-6	1	3
CCCCCNC(=O)C(c1cc2ccccc2o1)n1c(=O)c(-c2ccccc2)nc2ccccc21 (configuration not stated)	8	-3	/	-1.7	10	0	9	0	2	7
O=C(Cc1ccc(-n2c(=O)[nH]c3ccsc3c2=O)cc1)NCc1cccnc1	3	2	12	-1.4	-4	5	0	-2	12	-2
O=C(CSc1nnc(CSc2nc3ccccc3s2)o1)NC1CCCCC1	-7	-2	-5	1.2	-8	4	3	1	8	-5
COc1cc(/C=C/c2ccc(O)cc2)cc(OC)c1	-16	-4	-17	1.4	6	7	13	-9	1	-1
CCOc1ccc(N(C(=O)CNC(=O)c2ccco2)C(C(=O)NCC2CCCO2)c2ccccc2)cc1 (configuration not stated)	-13	-3	0	1.3	-1	1	-6	-16	0	6
O=C(CSC1CC(=O)N(CC(c2ccccc2)c2ccccc2)C1=O)Nc1ccc(Cl)cc1 (configuration not stated)	-13	-3	-115	1.2	-4	3	6	-124	-105	20
CC(C)CN(C(=O)COc1ccc(Br)cc1C=O)C1CCS(=O)(=O)C1 (configuration not stated)	2	-1	-1	0.9	-3	-3	-2	3	0	4
CN(C)S(=O)(=O)c1cccc(NC(=O)COC(=O)/C=C/c2ccc(Br)o2)c1	-5	-2	-13	-0.9	-23	0	11	-8	-13	1
CC1=C(C(=O)N2CCOCC2)CC(CC(=O)NC2CCCCC2)C(=O)N1Cc1ccc(C(C)(C)C)cc1 (configuration not stated)	6	2	-4	1.5	-3	-2	-3	-5	-4	-3
CCOc1cc(/C=C/C(=O)OCC(=O)NCc2ccco2)cc(Cl)c1OC	-7	-4	-4	-0.9	0	-2	1	-1	2	5
COc1cc(C=C(OC(C)=O)c2ccc3c(c2)OCO3)cc(OC)c1OC	1	-2	/	-0.9	-8	-7	2	-4	2	1
CC(=O)Nc1nnc(SCC(=O)NCCOc2ccccc2)s1	-8	0	0	0.2	-4	-2	-1	-1	0	-1
COC(=O)Cc1ccc(OC(=O)CCS(=O)(=O)c2ccc(C)cc2)cc1	1	1	-2	0.2	-1	4	-4	4	-3	-2
CCCCN(C(=O)CNC(=O)c1cccs1)C(C(=O)NC1CCCCC1)c1cccnc1 (configuration not stated)	6	4	4	1.1	-1	1	-9	2	-5	-1
O=C(NCCN1CCCC(O)C1)c1cc(COc2cccc(C(F)(F)F)c2)on1 (configuration not stated)	-10	-2	0	-0.3	-2	2	0	-7	0	-1
Cc1ccccc1NS(=O)(=O)c1ccc(NC(=O)CSCc2ccc(Br)cc2)cc1	-11	-16	-76	0.7	3	1	9	-78	-82	4
CC(C)N1CCC(N2CCN(Cc3ccc(Oc4ncccn4)cc3)CC2CCO)CC1 (configuration not stated)	4	8	0	-2.7	-1	2	-3	-1	-4	-3

Next results:
smiles	TDP2 inh	TCR-CD3 inh	HTRA1 inh	PG9 binder	NR1D1 modulator	LEDGF integ inh	rCAG binder	ABHD4 inh	SIAE primary	PRMT1 FP inh
COc1ccc(N2CCN(S(=O)(=O)c3c(C)noc3/C=C/N(C)C)CC2)cc1	9	0	5	-0.9	10	3	26	-5	4	1
O=C1CC(c2c(F)cccc2Cl)C(n2cncn2)C(O)=C1C1NCCc2ccccc21 (configuration not stated)	0	2	6	-0.5	5	1	1	-2	-3	-4
NCC12CC3CC(C1)CC(CN)(C3)C2	-4	-2	-1	-1.0	-2	2	2	5	5	-2
Cn1c(-c2ccccc2)cnc1NCc1ccccc1	29*	7	9	-1.6	0	0	-2	5	5	-3
COc1cccc(NC(=O)CN(C)C(=O)c2ccc3ccccc3c2)c1	-3	0	-12	0.2	3	1	-1	-1	-3	1
O=C(NCc1ccccc1)C1c2ccccc2OCC(=O)N1CCc1ccccc1 (configuration not stated)	8	0	/	-2.3	-6	-1	3	-1	5	-3
O=C(NC1CCCC1)c1ccc2c(c1)S(=O)(=O)c1ccccc1C2=O	4	2	1	-1.0	0	0	1	5	7	4
